AHR activator: AHR activators, primary screen, cell-based, luminescence, luciferase reporter, human. AHR-responsive luciferase reporter cells. AID 2796, 2010. activation, % at 5 µM. 320,000 tested, 2.5% active; in the data active = activation above about 47%;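 also: 0% = vehicle wells and 100% = reference agonist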
procasp3 activ: activators of human procaspase-3 D3A mutant, primary screen, biochemical, absorbance, PC-3 D3A mutant, single concentration; AID 463141, 2010; recombinant procaspase-3 D3A, Ac-DEVD-pNA absorbance 405 nm; Caspase-3 (Homo sapiens), P42574; 330,000 tested, 0.11% active; activation, % at 8.5 µM;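 active = activation above the mean of all tested compounds plus 3 SD, cut at about 21% in these data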;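 also: 0% = DMSO alone and 100% = DMSO wells spiked with extra 5 µM PC-3 D3A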
Target sequence (P42574 whole entry D9A/D28A/D175A): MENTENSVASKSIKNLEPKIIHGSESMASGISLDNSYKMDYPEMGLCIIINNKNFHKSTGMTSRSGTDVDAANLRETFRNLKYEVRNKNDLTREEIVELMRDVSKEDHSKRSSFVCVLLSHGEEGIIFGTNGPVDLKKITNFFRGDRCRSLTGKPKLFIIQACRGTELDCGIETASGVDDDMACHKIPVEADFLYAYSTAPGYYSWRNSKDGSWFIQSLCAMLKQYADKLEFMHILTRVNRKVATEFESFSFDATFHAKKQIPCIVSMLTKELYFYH
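Test system: Procaspase-3 D3A mutant; medium: Zinc-free HEPES/NaCl buffer with 0.01% Triton X-100 at pH 7.4; reagent: DEVD-pNA substrate; doses: one concentration, 8.5 µM nominal, 0.8% DMSO; times: 1 h preincubation plus 2 h reaction at 25 °C; signal: Epi-absorbance at 405 nm of released p-nitroaniline, 0 and 120 min; replicates: singlicate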
procasp7 counter: procaspase-7 activators, primary screen, counter-screen for procaspase-3 activator project, biochemical, absorbance, HTS, human | Caspase-7 (Homo sapiens), P55210 | recombinant procaspase-7, Ac-DEVD-pNA absorbance 405 nm; D23A/D198A/D206A triple mutant, cannot self-cleave; scale: DMSO 0, 5 µM enzyme 100 | activation, % at 8.5 µM | 330,000 tested, 0.093% active | AID 463210, 2010;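 active = percent activation above the screen-wide mean plus 3 SD, cut at about 25% in these data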
Target sequence (P55210 whole entry D23A/D198A/D206A): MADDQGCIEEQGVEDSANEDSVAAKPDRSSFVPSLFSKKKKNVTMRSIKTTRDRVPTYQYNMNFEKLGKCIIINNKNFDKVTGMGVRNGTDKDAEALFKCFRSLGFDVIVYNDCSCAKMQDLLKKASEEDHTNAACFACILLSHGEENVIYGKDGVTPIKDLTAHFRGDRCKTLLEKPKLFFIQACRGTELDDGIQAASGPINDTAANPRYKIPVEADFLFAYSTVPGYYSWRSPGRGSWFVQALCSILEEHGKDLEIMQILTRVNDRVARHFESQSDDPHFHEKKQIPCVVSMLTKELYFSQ
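System: Procaspase-7 triple mutant (PC-7 D3A); measure: % activation from two-timepoint absorbance difference, scaled to controls; times: 1 h compound preincubation, 2 h substrate cleavage, 25 °C; also added: Ac-DEVD-pNA substrate, 400 µM as added; measured by: Epi-absorbance of released pNA at 405 nm, two timepoints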
MEP2-GFP yeast: modulators of MEP2-GFP levels in yeast, primary screen, S. cerevisiae, multiplex flow cytometry, MLPCN library; S. cerevisiae MEP2-GFP strain, 3 h; 100% = DMSO control level; GFP response vs DMSO, % at 10 µM; 330,000 tested, 0.51% active; AID 2016, 2009;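 active = GFP response versus DMSO above a set limit, roughly screen mean plus 3 SD, cut at about 180% in these data; inconclusive = fewer than 70 cells counted for a yeast strain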;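 also: median GFP fluorescence of the barcode-gated MEP2-GFP cells per well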
JMJD2C inh: inhibitors of GASC-1 histone demethylase, primary screen, biochemical, fluorescence, DELFIA europium; GST-JMJD2C(1-420) H3K9me3 demethylation; inhibition, % at 2.35 µM; 330,000 tested, 0.069% active; AID 2099, 2009;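 active = more than half of a compound's replicate wells show inhibition beyond 50%, single wells judged on their own value; inconclusive = some, but no more than half, of replicates pass 50% inhibition; inactive = no replicate passes 50% inhibition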;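 also: signal counts dimethyl H3K9 product captured on neutravidin plate; 0% = median of DMSO wells and 100% = 0.3 times that DMSO median; strong numbers were not always called active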
Target sequence (Q9H3R0 1-420 limits assumed): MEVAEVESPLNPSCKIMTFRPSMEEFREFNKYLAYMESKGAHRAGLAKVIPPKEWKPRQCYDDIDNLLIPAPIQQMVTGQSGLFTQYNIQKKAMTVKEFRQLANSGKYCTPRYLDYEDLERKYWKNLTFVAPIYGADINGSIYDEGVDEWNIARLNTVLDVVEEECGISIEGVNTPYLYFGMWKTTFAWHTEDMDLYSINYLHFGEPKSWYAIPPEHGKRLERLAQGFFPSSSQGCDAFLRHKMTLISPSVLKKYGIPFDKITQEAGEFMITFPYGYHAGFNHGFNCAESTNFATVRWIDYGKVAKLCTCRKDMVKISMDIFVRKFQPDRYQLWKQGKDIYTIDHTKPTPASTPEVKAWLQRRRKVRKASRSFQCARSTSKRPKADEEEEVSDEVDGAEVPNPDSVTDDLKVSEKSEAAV
CR mimetic SO: reduction of superoxide in aged yeast, primary screen, HTS | 330,000 tested, 0.18% active | AID 2690, 2010 | S. cerevisiae aged cells, superoxide DHE fluorescence; hits give low values | superoxide response (% of plate mean), % at 10 µM;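 active = superoxide response under a set limit, about three screen SD below normal, cut at about 65% in these data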;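 also: yeast aged for seven days with compound at 30 °C before DHE staining; 100% = average MFI of all compound-treated wells on the plate with controls excluded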
LAP4-GFP MLPCN: modulators of LAP4-GFP expression in yeast, primary screen, S. cerevisiae, multiplex flow cytometry, MLPCN library | 3 h; median GFP as percent of DMSO wells | GFP response vs DMSO, % at 10 µM | 320,000 tested, 0.34% active | AID 2023, 2009;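 active = GFP response vs DMSO above a set limit, about the screen mean plus 3 SD, cut at about 150% in these data; inconclusive = under 70 cell events counted for the yeast strain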
RPL19A TOR yeast: RPL19A-GFP expression modulators in yeast, primary screen, cell-based, S. cerevisiae, multiplex flow cytometry, MLPCN. S. cerevisiae RPL19A-GFP strain, 3 h; hits give low values. percent response vs DMSO, % at 10 µM. 330,000 tested, 0.3% active;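 active = percent response vs DMSO below 50%; inconclusive = fewer than 70 events counted for the yeast strain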;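 also: median channel GFP fluorescence of the barcoded RPL19A-GFP strain; ratio of sample median GFP to plate DMSO average so 100% = DMSO; lower means less RPL19A-GFP as with rapamycin TOR inhibition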
Starred values were filed as active, the others as inactive; ? = inconclusive; · = not tested or not shown; [ ] = another dose, or the depositor's remark.

Order of values: AHR activator	procasp3 activ	procasp7 counter	MEP2-GFP yeast	JMJD2C inh	CR mimetic SO	LAP4-GFP MLPCN	RPL19A TOR yeast
Cc1cccc([C@H](NC(=O)OC(C)(C)C)C(=O)OC(C)(C)C)c1
    -2	-2	9	96	13	89	111	99
Cc1nc2sccn2c(=O)c1S(=O)(=O)N1CCN(c2cccc(C(F)(F)F)c2)CC1
    2	0	1	98	2	114	93	103
Cc1cc2nc(-c3cccc(NC(=O)c4ccc(Br)o4)c3)oc2cc1C
    0	4	9	105	-2	101	101	98
CC(C)(C)NC(=O)COC(=O)c1cc(Cl)ccc1[N+](=O)[O-]
    3	-1	0	101	7	120	94	103
CC(C)c1nnc(SCC(=O)NCc2ccco2)n1C
    1	-5	1	103	26	104	94	95
COc1ccc(N2CCN(C(=O)CCS(=O)(=O)c3ccc4c(c3)NC(=O)C(C)S4)CC2)cc1 (stereo not given)
    1	1	5	101	3	99	112	97
CCc1csc(CCNC(=O)C2CCC(=O)N(Cc3cccc(C(F)(F)F)c3)C2)n1 (stereo not given)
    -1	9	11	95	8	107	103	96
COc1ccc(/C=C2\SC(=O)N(CCNC(=O)C3=COCCO3)C2=O)cc1
    4	2	10	98	12	102	130	103
CC(C)N(C(=O)COC(=O)c1cccnc1Cl)c1ccccc1
    -1	8	-2	105	2	84	100	101
C=CCn1c(=O)c(C(C)=O)cn(N(C)c2ncc(C(F)(F)F)cc2Cl)c1=O
    1	1	2	93	-4	96	94	95
Cc1onc(-c2ccccc2)c1C(=O)Nc1cc(C(F)(F)F)ccc1N1CCOCC1
    3	3	1	95	7	105	93	98
Fc1cccc(-n2c(-c3cccs3)nc3nc4ccccc4nc32)c1
    12	19	12	108	-3	104	105	104
N#CCCn1nnc(-c2ccccc2F)n1
    3	5	6	106	1	99	97	94
O=C(Cc1ccccc1)NC1CCN(C(=O)c2ccc([N+](=O)[O-])cc2)CC1
    ·	·	·	105	3	105	93	101
N#Cc1ccc(C23CC4(C2)[C@H](CN(CC2CCCCC2)[C@@H]4c2ccccc2)C3c2ccccc2)cc1 (stereo not given in full)
    -1	3	0	89	-6	97	112	97
Nc1nc(SCC(=O)Nc2ccc([N+](=O)[O-])cc2)n[nH]1
    -1	8	0	92	16	103	99	95
Cn1cc(C(=O)c2ccc(Cl)cc2Cl)cc1C(=O)NN
    21	-5	-5	99	-13	104	109	96
CCNC(=S)N(Cc1ccc(OC)cc1)C1CC(=O)N(c2ccc(OCC)cc2)C1=O (stereo not given)
    4	-2	2	100	0	88	102	100
CSc1nc2ccccc2n1CC(=O)Nc1ccc(C)c(C)c1
    9	14	5	104	-9	98	97	103
O=[N+]([O-])c1ccccc1C1Nc2cccc3cccc(c23)N1
    75*	-11	-4	476*[may fluoresce violet]	15	96	103[may fluoresce violet]	63[may fluoresce violet]
Cc1onc(-c2ccccc2)c1C(=O)NC(=S)NNC(=O)c1cccnc1
    3	-10	-14	104	1	74	103	103
CC(C)(C)/C(Cn1cncn1)=N\OC(=O)Nc1ccc(Cl)cc1
    3	0	-7	105	1	100	91	103
O=C(NCc1ccccc1Cl)C1CCC(CNc2c(N3CCOCC3)c(=O)c2=O)CC1 (stereo not given)
    -2	2	10	113	-11	93	112	96
CC(=O)c1sc2nc(C)c3c(c2c1N)CCCC3
    12	-24	-15	96	-22	99	167*	69
Cc1ccc(CN2CCN(Cc3ccccc3C(F)(F)F)CC2)cc1
    0	-3	-5	104	2	90	105	106
CC(C)N1CCN(Cc2ccc(-c3ccccc3)cc2)CC1CCO (stereo not given)
    2	-2	10	94	12	95	81	101
CCOC(=O)c1c(C)sc2c1N(C(C)=O)c1cc(Cl)ccc1S2
    4	-3	3	99	2	130	98	93
CC(C)(C)c1cc(OC(=O)c2ccncc2)ccc1O
    4	-6	6	107	-22	107	96	101
Cc1ccnc(NC(=O)CNC(=O)COc2ccccc2)c1
    5	9	1	97	4	89	102	96
O=C(CSc1ncnc2nc[nH]c12)c1ccc(Cl)cc1
    25	-3	-9	105	21	102	108	99
Cc1[nH]c(=O)[nH]c(=O)c1S(=O)(=O)N1CCN(c2cccc(Cl)c2)CC1
    0	-1	19	97	12	115	96	100
Cc1ccc(C(=O)Cn2nnc(-c3cccs3)n2)cc1
    1	8	4	96	-4	101	106	91
Cc1cc(NC(=O)c2cc(-c3ccccc3C)nc3ccccc23)no1
    28	7	7	140[may fluoresce violet]	-3	95	92[may fluoresce violet]	91[may fluoresce violet]
COc1ccc(N(C(=O)Cn2nnc(-c3ccccc3F)n2)C(C(=O)NCC2CCCO2)c2ccc(Cl)cc2)cc1 (stereo not given)
    0	-3	6	94	7	104	90	91
COc1ccc(C(CC(=O)O)NC(=O)COc2cc(C)ccc2C)cc1OC (stereo not given)
    2	0	3	103	-2	119	98	109
Cc1cc(OC(=O)c2ccc(S(=O)(=O)N3CCCC3)cc2)c([N+](=O)[O-])c(=O)[nH]1
    -1	-1	2	98	-8	128	93	102
O=C(c1ccc(COc2ccc(Cl)cc2)o1)N1CCN(Cc2ccc3c(c2)OCO3)CC1
    6	-2	-5	94	-1	82	94	96
Cc1ccc(C(=O)NC2CCCC2)cc1S(=O)(=O)N1CCCCC1
    4	1	1	108	-8	90	86	110
CC(C)CCN1C(Nc2ccccc2)=NC[C@@H]1CC(C)C
    -1	0	11	93	5	117	122	95
CCC(CO)NC(=O)c1cccc(S(=O)(=O)N2c3ccccc3CC2C)c1 (stereo not given)
    1	1	9	105	-1	104	104	102
CC1CCN(c2ccc(NC(=O)Cc3ccccc3)cc2)CC1
    5	4	8	113	11	98	118	89
Oc1ccc(/C=N/N2CCOCC2)c(O)c1O
    -1	-16	-27	96	0	97	108	96
CC(C)(C)c1ccc(-n2ncc3c2CCCC3NC(=O)CN2CCCCC2=O)cc1 (stereo not given)
    4	0	3	103	?	89	101	100
Cc1cc(C)c2c(=O)n(CC(=O)NCCCN3CCN(c4ccccc4F)CC3)sc2n1
    5	-27	-41	102	-9	86	104	99
O=C(/C=C/c1cccc2ccccc12)c1ccncc1
    8	2	2	93	-18	100	133	96
COc1ccccc1C(=O)NCCC(=O)N(C)CC(=O)Nc1c(Cl)cccc1Cl
    9	5	-7	95	4	102	106	96
O=C(O)CC/C(=N\Nc1ccc([N+](=O)[O-])cc1)c1ccccc1
    0	-8	-11	102	2	106	103	102
CS(=O)(=O)c1ccccc1C(=O)N(CCC1=CCCCC1)c1c(N)n(Cc2ccccc2)c(=O)[nH]c1=O
    0	8	9	98	-2	99	103	106
Cc1nn(Cc2ccc(C(=O)N/N=C/c3ccncc3)o2)c(C)c1Cl
    ·	·	·	106	-4	103	79	115
COc1cc(-c2nnc(SCC(=O)Nc3ccc(C(=O)O)cc3)o2)cc(OC)c1OC
    0	-3	1	102	7	81	95	101
CCCc1[nH]nc2c1C(c1ccc(OC)c(Cn3nnc4ccccc43)c1)C(C#N)=C(N)O2 (stereo not given)
    1	4	2	94	-23	94	95	93
Cc1cccc(NC(=O)CSc2nc(C3CC3)nc3ccccc23)c1
    -4	10	-1	108	6	91	110	104
CCc1noc(C)c1C(=O)Nc1ccc(C)c(S(=O)(=O)N2CCCCCC2)c1
    0	7	11	102	0	101	102	100
CC1CC(C)CN(CCCNC(=O)Cc2c(C(=O)O)n(C)c3ccccc23)C1 (stereo not given)
    1	4	0	104	-12	86	105	104
Cc1c(Cl)cnc(NC(=O)CSc2nncs2)c1Cl
    -1	2	-2	100	-5	90	90	99
CCN(CC)S(=O)(=O)c1cccc(-c2n[nH]c(=S)n2/N=C/c2ccc(OC(F)F)cc2)c1
    13	-2	-10	97	5	91	88	99
O=C(O)c1c[nH]c(=S)n1-c1ccc(F)cc1
    2	5	-4	101	7	93	100	98
Nc1nc(-c2ccc(Cl)cc2)cc(C(F)(F)F)n1
    -1	12	21	103	2	87	101	104
O=C(N/N=C/c1cccc(OCc2ccccc2)c1)c1cccs1
    -1	5	15	100	-1	101	102	100
Cc1c(Cl)cccc1NC(=O)COC(=O)c1ccc(CN2CCCC2=O)cc1
    1	-3	8	90	5	85	87	94

(more compounds)
Order of values: AHR activator	procasp3 activ	procasp7 counter	MEP2-GFP yeast	JMJD2C inh	CR mimetic SO	LAP4-GFP MLPCN	RPL19A TOR yeast
Cc1cc(C)c2c(c1)SC1=NC(c3ccccc3)(C(F)(F)F)NC(=O)N12 (stereo not given)
    91*	2	1	?	17	98	?	55[may fluoresce violet]
Cn1c(=O)c(=O)n(C)c2cc(S(=O)(=O)N3CCC(Cc4ccccc4)CC3)ccc21
    2	-10	7	90	1	113	89	97
CCOCC(=O)Nc1c(C(=O)Nc2ccc3c(c2)OCCO3)oc2ccccc12
    65*	3	7	95	-1	101	121	94
COc1ccc(NC(=O)/C(=C\c2cc(OC)c(OC)cc2[N+](=O)[O-])NC(=O)c2ccccc2)cc1
    1	0	6	94	-1	76	93	92
O=C(N/N=C/c1cn(Cc2ccccc2)c2ccccc12)c1cc(O)cc(O)c1
    ·	·	·	97	-3	106	77	106
Cc1cc(C)cc(C(=O)NCCn2cc(SCC(=O)N3CCOCC3)c3ccccc32)c1
    3	-6	-7	97	-21	71	109	100
NS(=O)(=O)c1ccc(CCNC(=O)CSc2cccs2)cc1
    0	-1	3	96	3	94	96	97
CSc1nc2sc3c(c2c2nnnn12)CCCC3
    -3	5	1	106	-4	152	108	86
CCN1CCc2c(sc(NC(=O)c3ccc4ccccc4c3)c2C(N)=O)C1
    12	-2	-3	105	1	104	102	103
O=C(COC(=O)Cc1c(F)cccc1Cl)Nc1ccc2[nH]c(=O)[nH]c2c1
    -2	11	5	113	0	106	91	99
Cc1ccc(NC(=O)Cc2ccc(Cl)cc2)nc1
    1	9	6	96	-2	96	105	90
O=C(Nc1ccc(C(=O)N2CCN(c3ccc(Cl)cc3)CC2)cc1)C1=CSCCO1
    0	2	13	101	-14	128	93	93
COc1ccc2nc3oc(C(=O)NCc4cccs4)cc3cc2c1
    3	18	10	100	-3	82	97	95
O=C1S/C(=C/c2ccccc2)C(=O)N1CC(O)Cn1c2ccccc2c2ccccc21 (stereo not given)
    2	14	-14	105	13	111	103	102
CN1C(C(=O)Nc2ccc(F)cc2F)=CC(c2ccco2)=NS1(=O)=O
    0	5	-4	98	-12	129	99	100
Clc1ccc(OC2CCN(Cc3nc(CC4CC4)no3)CC2)cc1
    1	-1	4	111	-2	105	105	104
